Screening results as filed in PubChem.
ADAM17 inh: inhibitors of human ADAM17 | P78536 | inhibition, % at 6.95 µM | recombinant ADAM17, EDANS/DABCYL FRET peptide cleavage | 370,000 tested, 0.83% active;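 active means inhibition above the mean of compounds lying between control limits plus 3 SD, set per campaign, cut at about 8.5% in these data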;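 further: 0% = DMSO-only wells as the low control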
ssDAF12 agonist: activates DAF-12 receptor from parasite S. stercoralis. activation, % at 6.8 µM. HEK293 ssDAF-12/GRIP1 lit1-tk-luc reporter, luminescence; % of 3 µM dafachronic acid response. 370,000 tested, 1% active;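 active means activation above the mean over all tested compounds plus 3 SD, cut at about 0.9% in these data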;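 further: 0% = DMSO-only wells and 100% = 3 µM delta7-dafachronic acid wells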
DAX1 inh-1: inhibitors of DAX1 repression of SF-1 activated StAR promoter; HEK293T StAR-luciferase reporter, SF-1/DAX-1 repression relief; inhibition, % at 6.8 µM; 370,000 tested, 1.1% active; AID 652010;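 active means inhibition above the mean over all tested compounds plus 3 SD, cut at about 3.6% in these data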;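 further: 0% = DAX-1 cells with DMSO and 100% = cells lacking DAX-1 with DMSO; higher inhibition means more luminescence from relief of DAX-1 repression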
SMARCA2 activ: SMARCA2 function activation, primary screen; MG213 cells, MMTV-luciferase reporter, dexamethasone, overnight; activation, % at 9.1 µM; 370,000 tested, 1% active; in the data active means activation above about 7.8%;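 further: 0% = vehicle wells and 100% = reference activator wells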
MBD2 DNA inh: MBD2-methylated oligo binding inhibition. AID 686964. inhibition, % at 4.4 µM. Q9UBB5. TR-FRET, MBD2 binding to methylated oligonucleotide. 370,000 tested, 0.31% active; in the data active means inhibition above about 13%
DAX1 inh-2: NR0B1 (DAX1) inhibition; HEK293 Gal4-DAX1 luciferase reporter, luminescence; inhibition, % at 6.75 µM; 340,000 tested, 0.99% active; P51843; AID 504766;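 active means inhibition above the mean over all tested compounds plus 3 SD, cut at about 4.2% in these data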;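 further: 0% = DAX1-transfected cells with DMSO and 100% = empty-vector control cells with DMSO; inhibition shows as a rise in luminescence from relieved DAX1 repression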
PLCg1 inh: inhibitors of human phospholipase C gamma1. P19174. purified PLC-gamma1, fluorogenic substrate, fluorescence. inhibition, % at 12.2 µM. 370,000 tested, 0.84% active. AID 720700; in the data active means inhibition above about 9.5%
hgDAF-12 ag: hgDAF-12 agonism, primary luciferase screen; AID 687014; activation, % at 6.8 µM; HEK293 GAL4-hgDAF12 UAS-luciferase reporter, agonist luminescence; normalized to butyrate control; 370,000 tested, 1.8% active;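 active means activation above a cutoff set at the mean of all screened compounds plus 3 SD, cut at about 10% in these data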;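 further: 0% = DMSO wells and 100% = sodium butyrate wells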
hcDAF-12 act: H. contortus DAF-12 activation, primary screen | HEK293 hcDAF-12 lit1-tk-luc reporter, luminescence; 0% DMSO, 100% Δ7-dafachronic acid | activation, % at 6.8 µM | 370,000 tested, 1.4% active;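 active means activation above the mean of all tested compounds plus 3 SD, cut at about 5.5% in these data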;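 further: 100% = response to 3 µM Δ7-dafachronic acid high control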
NR1D1 modulator: modulators of human Rev-erb alpha DNA binding. Rev-erbα–FITC-DNA binding, fluorescence polarization, 90 min. P20393. activity, % at 10 µM. 370,000 tested, 0.79% active;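 active means activity above about 14%, limit read from the data; passing the limit was not always enough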;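 further: 0% = DMSO wells with 35 nM protein and 100% = DMSO wells with 750 nM protein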
PLCb3 inh: inhibitors of human phospholipase C beta3; 370,000 tested, 0.18% active; AID 720704; Purified PLC-beta3, fluorogenic substrate, fluorescence; Q01970; inhibition, % at 12.2 µM; in the data active means inhibition above about 11%;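 further: 0% = median of compound wells on plate and 100% = full blocker control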
* hit, by the source's call; i = inactive; . = no result given. Hits appear at their usual frequency, and some 7.4% of all compounds hit somewhere here.

SMILES	ADAM17 inh	ssDAF12 agonist	DAX1 inh-1	SMARCA2 activ	MBD2 DNA inh	DAX1 inh-2	PLCg1 inh	hgDAF-12 ag	hcDAF-12 act	NR1D1 modulator	PLCb3 inh
O=C(N/N=C/c1cccc(Cl)c1)C(c1ccncc1)N1CCOCC1 (stereo unspecified)	1	-1.3	0.2	-3	-2	1.5	3	-0.4	-1.2	1	-5
O=C1NC(=Nc2cccc(O)c2)S/C1=C\c1cccc([N+](=O)[O-])c1	0	-0.4	0.3	1	-1	0.3	2	2.8	-2.0	4	-1
CC(=O)Nc1ccc(S(=O)(=O)N(C)CC(=O)Nc2cccc(S(=O)(=O)N3CCCC3)c2)cc1	-1	-0.8	-0.2	1	2	-1.0	-1	-3.5	-2.0	0	5
CCOc1ccc(CNC(=O)c2ccc(Sc3ccc(C)cc3)c(NC(C)=O)c2)cc1OC	-5	-2.3	-0.9	-2	3	-1.3	-3	-4.4	-1.2	-1	-1
COc1ccc(Nc2cc(Nc3cc(OC)c(OC)c(OC)c3)ncn2)cc1	2	-1.1	-0.2	-3	2	0.0	3	1.1	-1.9	4	-1
CCCn1cc(SCC(=O)NCc2ccc3c(c2)OCO3)c2ccccc21	1	-1.4	-0.1	0	1	0.3	1	-0.3	0.8	1	-1
COC(=O)CCCC1=CC2=C(c3ccccc3)C(=O)C(C)(OC(=O)C3CCCC3)C(=O)C2=CN1c1ccc(OC)cc1 (stereo unspecified)	4	-1.2	0.5	0	-6	0.3	-16	0.3	-0.8	-4	-23
Cc1nc2c(=O)oc3ccccc3c2n1-c1ccccc1	-3	-1.2	0.0	2	2	0.1	-1	-1.0	-1.5	-1	1
CCCCC1(C)Nc2ccccc2-c2nc3ccccc3n21 (stereo unspecified)	i	0.2	2.1	6	8	3.2	i	11*	2.7	-2	i
Cc1cc(C(=O)CSc2nc(N)cc(=O)[nH]2)c(C)n1-c1ccc(OC(F)F)cc1	-1	-3.1	-4.6	-6	1	-3.2	-2	-5.1	-4.1	4	-9
O=C1NC[C@H](CCCCN2C[C@H](Cc3ccccc3)N(CCC3CCCCC3)C(=O)C2=O)N(CCC2CCCCC2)C1=O	-1	-0.9	-0.4	1	-4	.	-1	-2.0	-0.7	-2	-1
COCc1nnc(NC(=O)c2cc(OC)c(OC)cc2[N+](=O)[O-])s1	-1	-1.3	0.5	-3	5	-0.1	3	4.6	-2.0	9	3
CCOC(=O)c1ccc(NC(=S)NCc2ccc(F)cc2)cc1	12*	-1.8	-0.6	-7	-2	-1.0	1	-1.2	-2.3	-1	-5
NC(=O)Nc1ccc(C(=O)OCC(=O)Nc2ccc([N+](=O)[O-])cc2C(F)(F)F)cc1	-4	-1.1	-0.9	1	1	0.9	-3	2.7	-2.4	3	0
CCCc1nnc(SCC(=O)O)n1CC	-2	-0.9	1.0	-3	2	1.8	3	-3.2	1.4	0	-3

Next section; it opens with the 2 that closed the last part.
SMILES	ADAM17 inh	ssDAF12 agonist	DAX1 inh-1	SMARCA2 activ	MBD2 DNA inh	DAX1 inh-2	PLCg1 inh	hgDAF-12 ag	hcDAF-12 act	NR1D1 modulator	PLCb3 inh
NC(=O)Nc1ccc(C(=O)OCC(=O)Nc2ccc([N+](=O)[O-])cc2C(F)(F)F)cc1	-4	-1.1	-0.9	1	1	0.9	-3	2.7	-2.4	3	0
CCCc1nnc(SCC(=O)O)n1CC	-2	-0.9	1.0	-3	2	1.8	3	-3.2	1.4	0	-3
O=c1cc(-c2ccccc2)nc2c(Cl)cc(Cl)cn12	-3	0.7	0.7	4	4	2.3	1	9.5	3.5	1	0
Cc1cccc(NC(=O)C(=O)NCC2CCCO2)c1 (stereo unspecified)	-6	-0.8	3.8*	2	1	0.1	-2	13*	2.6	-4	-6
CCCS(=O)(=O)NC(=O)C1(C)CCCN(C(=O)c2ccc(OC)cc2)C1 (stereo unspecified)	0	-1.2	-0.2	4	-4	.	1	-0.6	-1.0	-8	4
c1cc(-n2nnc3cnccc32)ccn1	-1	-1.4	0.3	2	-6	3.3	-1	-1.4	0.4	-3	-6
CCn1c(CNC(=O)c2ccc(F)cc2)cc2ccccc21	-1	-0.6	-0.1	0	3	1.9	3	2.1	-0.3	1	-1
O=C(O)c1cccc(S(=O)(=O)N2CCOCC2)c1	-3	-1.6	0.3	-2	-3	-0.2	4	-1.3	-0.6	-2	3
O=C(O)c1c[nH]c2nccnc12	-10	-1.0	-0.2	3	-5	1.1	-18	1.2	-1.6	-5	-24
O=C(CSc1ccc(Cl)cc1)Nc1cccc(NC(=O)c2ccco2)c1	4	-0.6	0.4	-3	4	0.2	-1	-1.0	-1.8	-1	1
COC(=O)CNC(=O)[C@H](Cc1ccccc1)NC1(C(=O)NCCc2c[nH]c3ccccc23)CCCCC1	4	-1.3	.	.	-3	.	5	0.1	1.4	4	1
Cc1ccc(CNn2cn[nH]c2=S)cc1	-2	-0.7	0.3	-3	-1	1.6	0	-1.3	0.9	3	-6
Cc1ccc(C(=O)COc2ccc3c(C)cc(=O)oc3c2)cc1	-8	-1.6	0.1	2	6	3.5	-4	-0.6	-1.4	-9	-1
O=C(Nc1nc2ccsc2c(=O)s1)C1CCC1	-3	-0.6	0.2	2	-1	.	1	5.4	1.8	9	-1
O=C(OCc1ccc(Br)cc1)c1cccc(-c2nnc(-c3ccccc3)o2)c1	-2	-1.2	1.1	1	0	-0.6	-2	0.5	0.6	20	2
Cc1cc(C)nc(SCc2cn3c(C)cc(C)nc3n2)n1	-115	-0.3	-0.2	-3	-2	-0.1	-125	-2.9	1.7	1	-163
COc1cc(C(O)c2nc(-c3cccc(F)c3)cs2)ccc1F (stereo unspecified)	1	-1.0	-1.2	-4	1	.	-1	-4.7	-2.1	5	-4
Cc1cccc(C)c1-n1nnnc1C1(C)CCC(=O)N1Cc1ccc(F)cc1 (stereo unspecified)	-5	-0.8	-1.5	-4	7	.	5	-1.9	-1.5	2	0
Cc1ccc(S(=O)(=O)NCCNC(=O)N2CCOCC2)cc1	-2	-1.1	-0.7	-3	5	0.6	-5	-0.4	-1.1	-1	4
O=C(Nc1ccc(F)cc1)N1CCc2ccccc2C1	2	0.4	0.8	2	6	0.6	3	11*	1.4	-12	0
CCN(CCCNC(=O)c1[nH]c(C)c(C(C)=O)c1C)c1cccc(C)c1	-3	-0.6	-1.1	-3	4	-0.7	-1	0.3	-1.2	-3	-4
CCCCNC(=O)C[C@@H]1C[C@@]2(C(=O)OCC)CCCC=C2N(Cc2ccc3c(c2)OCO3)C1=O	1	-1.3	-0.6	-3	7	.	1	1.4	-1.7	9	3
Fc1ccccc1NC(=S)Nc1ccc(Br)cc1	-5	-1.3	-0.4	-3	4	0.7	3	-0.6	-3.9	5	-1
CC(=O)Nc1ccc(NC(=O)c2sc3nc4n(c(=O)c3c2C)CCCCC4)cc1	-4	-2.3	-1.3	-1	-1	-3.1	-3	-6.5	-3.1	0	-8
CC(C)(C)OC(=O)NCCCC[C@H](NC(=O)c1[nH]cnc1C(=O)Nc1ccccc1)C(=O)OC(C)(C)C	11*	0.3	-0.4	0	1	-1.0	4	-1.9	3.8	3	4
CSCC(=O)N1CCCC(CNC(=O)c2ccccc2Cl)C1 (stereo unspecified)	-4	-0.7	0.5	-2	3	0.9	5	3.3	-1.7	-5	-1
O=C(Nc1nc2c(Cl)c(Cl)ccc2s1)C1CC1	-2	-0.1	0.9	-5	4	0.1	1	0.1	2.2	-2	-3
Cc1ccc(C(=O)Nc2cccc([N+](=O)[O-])c2)cc1S(=O)(=O)Nc1ccc(NC(=O)c2ccccc2)cc1	15*	-2.3	-0.8	-5	3	-0.9	3	-3.7	-4.2	2	3
Cn1cc(C(=O)c2cccc(Cl)c2)cc1/C=N\O	2	-1.6	-0.6	-2	-2	0.5	0	-1.7	-2.1	-1	2
Cc1ccc(NC(=O)Cn2cc(C(=O)C3CC3)c3ccccc32)cc1	2	-1.3	-0.6	-4	2	-0.3	0	0.0	-0.2	1	-3
Cc1cccc(C(=O)Nc2ccc(S(=O)(=O)N3CCOCC3)cc2C)c1	-6	-0.7	-0.2	1	-4	-0.8	1	-0.1	1.9	-4	-3
Cc1cc(N2C(=O)C(=O)/C(=C(/O)c3ccccc3)C2c2cccs2)no1 (stereo unspecified)	2	-0.9	0.4	-2	-7	-1.4	-2	-1.2	-1.6	1	0
Cc1cccc(OCCCN2CCOCC2)c1	-2	-0.9	-0.1	-3	-1	1.2	-1	-2.8	1.6	-3	-6
Cc1ccc2c(c1)-c1c(cnn1CC(=O)N1CCCN(Cc3ccccc3F)C1)CO2	0	-0.8	-1.6	-2	3	-0.1	-1	-1.6	-2.2	-2	-1
CC(C)(C)c1ccc(OCC(=O)O/N=C(\N)c2ccncc2)cc1	1	-0.2	-2.8	-1	3	-0.6	-4	1.1	0.2	2	-17
O=C(CN1CCN(C(c2ccccc2)c2ccccc2)CC1)NCc1ccccc1	1	-1.1	0.0	0	4	1.8	1	2.5	-1.5	2	3
O=S(=O)(NCC1CCCN(Cc2ccccc2)C1)c1cccc2cccnc12 (stereo unspecified)	-2	-1.2	2.5	1	-1	0.0	0	0.6	-1.8	5	-5
O=C(CSc1nnc(-c2ccco2)o1)N1CCOCC1	-2	-1.7	0.6	2	-2	0.1	2	2.8	-1.1	-1	4
O=C1CCCc2c1[nH]c1ccc(Cl)cc21	-31	-0.8	-0.6	1	-1	-0.7	-51	-0.6	-1.8	0	-71
Cn1c(N)c(C(=O)COC(=O)/C=C/c2ccc(Cl)cc2Cl)c(=O)n(C)c1=O	6	-0.5	0.5	-4	-11	.	8	0.2	1.7	-3	9
O=C(N/N=C/c1ccccc1C(=O)O)c1cccc(S(=O)(=O)N2CCCCC2)c1	-2	-1.0	-2.4	-1	5	0.2	1	-0.6	-1.2	-1	-8
Cc1ccc(C)c(OCCC(=O)NCCc2ccc(F)cc2)c1	5	-1.2	2.2	-2	5	0.8	2	-4.9	-1.6	5	-7
O=C(Nn1cnnc1)c1ccc([N+](=O)[O-])cc1	2	-0.8	-0.4	-3	-3	-0.2	3	1.0	-0.8	3	3
CCN1CCN(CC(=O)Nc2cc(S(=O)(=O)N(CC)c3ccccc3)ccc2Cl)CC1	0	-1.6	0.6	-2	1	0.6	9.5*	-2.9	-0.9	-1	3
CCOc1ccccc1NC(=S)NCCCn1ccnc1	1	-1.8	-0.7	-3	-5	1.2	5	3.2	0.8	4	0
Nc1nc(Nc2ccccc2F)nc(N2CCOCC2)c1[N+](=O)[O-]	-4	-0.9	0.0	-4	4	1.1	0	0.0	0.0	-3	-10
O=C(CN1CCC(NC(=O)NCc2ccccc2)CC1)Nc1ccc2c(c1)OCCO2	-5	-1.4	-0.9	0	3	.	0	1.2	-0.8	-2	1
O=C(NC1CCCC1)C(c1ccncc1)N(C(=O)c1csnn1)c1ccc(F)cc1 (stereo unspecified)	0	-0.5	-0.1	-1	0	-0.6	1	-0.8	-0.9	3	-5
COC(=O)Cn1ncc(N(C)Cc2ccccc2)c(Cl)c1=O	-1	0.0	0.5	4	-2	0.2	-5	10	0.5	-3	-6
COCCCn1c(C)csc1=Nc1cccnc1	-2	-1.5	0.1	-3	-3	0.5	5	-1.4	2.7	0	2
